PglD DTNB = inhibitors of Campylobacter jejuni PglD acetyltransferase. 360,000 compounds, 0.098% hits. inhibition, % at 12.5 µM. purified PglD enzyme, DTNB colorimetric CoA detection; in the data active means inhibition above about 16%, passing the limit was not always enough; inconclusive means no clear call, values can overlap the other calls; further: strong numbers were not always called active
ARNT-TACC3 inh = ARNT/TACC3 interaction disruption. AID 623870. 390,000 compounds, 0.66% hits. AlphaScreen His-ARNT PAS-B/GST-TACC3 binding, luminescence; TACC3 fragment carries E629A point mutation. Q9Y6A5. inhibition, % at 9.99 µM;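 active means mean inhibition of replicates at least 50% and at least half of replicates each reaching 50%; inconclusive means half or more replicates reach 50% but mean below 50%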;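 further: 0% = complete ARNT plus TACC3 wells and 100% = ARNT alone without TACC3; many hits fall short of the cut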
RAD52 inh = inhibitors of human RAD52 DNA annealing; recombinant RAD52 DNA annealing, FRET fluorescence; P43351; inhibition, % at 18.7 µM; 360,000 compounds, 0.46% hits;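 active means every replicate showing at least 50% inhibition; inconclusive means mean inhibition at least 50% but not in every replicate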
CASP6 VEID inh = blocks human caspase-6 cleavage activity | purified caspase-6, Z-VEID-R110 cleavage fluorescence | inhibition, % at 12.5 µM | 350,000 compounds, 0.53% hits | AID 686996;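 active means mean inhibition across replicates at least about 35%, with every replicate also reaching that limit, limit read from the data; inconclusive means only one of the two criteria met; inactive means neither criterion met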;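 further: 0% = median of neutral control wells and 100% = no fluorescence left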
Target sequence (P55212 24-179 limits assumed): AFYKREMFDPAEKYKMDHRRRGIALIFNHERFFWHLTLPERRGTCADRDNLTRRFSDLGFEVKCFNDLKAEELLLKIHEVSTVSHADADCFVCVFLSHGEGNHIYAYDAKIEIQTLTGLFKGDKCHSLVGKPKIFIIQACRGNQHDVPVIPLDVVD
Target sequence (P55212 194-293 limits assumed): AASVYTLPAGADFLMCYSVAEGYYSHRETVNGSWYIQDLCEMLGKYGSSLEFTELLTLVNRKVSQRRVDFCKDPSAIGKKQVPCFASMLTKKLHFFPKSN
E-sel inducer = induces E-selectin expression in human endothelial cells; P16581; HUVEC E-selectin immunofluorescence imaging; normalized: neutral wells 0, TNF-alpha wells 100; activation, % at 7.58 µM; 260,000 compounds, 0.37% hits; AID 686992;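 active means mean E-selectin-positive cell signal at least 10% of the positive control, reached in at least 60% of replicates, without over 20% cell loss; inconclusive means no rule given, readout overlaps actives, possibly toxicity-flagged; inactive means the rest, including those meeting only one limit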;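 further: in these data hits start at about 27%; measured in HUVEC primary endothelial cells; signal is the percent of cells scored E-selectin positive by PE staining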
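Read-out basis: % PE-positive cells; Test system: HUVEC primary endothelial cells; Technique: immunofluorescence imaging; Dosing: single-point compound dose.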
esBAF inh = SWI/SNF esBAF complex inhibition. mouse ES cells, Bmi1-luciferase knock-in reporter, 24 h; 100% = twice the neutral-well signal. reporter increase, % at 12.5 µM. 350,000 compounds, 2% hits. AID 602393; in the data active means activation above about 40%; inconclusive means no clear call, values can overlap the other calls;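 further: 0% = median of the plate's neutral control wells and 100% = double that signal; a rise in the Bmi1 reporter signal indicates esBAF inhibition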
ERp5 inh = blocks human ERp5 reductase activity on insulin; AID 651711; ERp5 insulin aggregation, absorbance 650 nm, 90 min; inhibition, % at 9.99 µM; Q15084; 350,000 compounds, 0.05% hits;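 active means mean replicate inhibition above about 25%, with every replicate also reaching it, limit read from the data, passing the limit was not always enough; inconclusive means only one of those two criteria met; inactive means neither criterion met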
RAD54 branch = RAD54 (human) branch migration inhibition; RAD54 Holliday junction branch migration, FAM/BHQ fluorescence; inhibition, % at 10.4 µM; 360,000 compounds, 0.14% hits; Q92698;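 active means mean normalized replicate activity at least 40 and at least half of replicates scoring 40 or more; inconclusive means only one of the two criteria met; inactive means mean below 40 and under half of replicates reaching 40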;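 further: 0% = median of neutral control wells and 100% = median of positive control wells; inhibitors cause a drop in the FAM fluorescence signal; in these data hits start at about 50%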
Target sequence (Q92698 whole entry, looked up): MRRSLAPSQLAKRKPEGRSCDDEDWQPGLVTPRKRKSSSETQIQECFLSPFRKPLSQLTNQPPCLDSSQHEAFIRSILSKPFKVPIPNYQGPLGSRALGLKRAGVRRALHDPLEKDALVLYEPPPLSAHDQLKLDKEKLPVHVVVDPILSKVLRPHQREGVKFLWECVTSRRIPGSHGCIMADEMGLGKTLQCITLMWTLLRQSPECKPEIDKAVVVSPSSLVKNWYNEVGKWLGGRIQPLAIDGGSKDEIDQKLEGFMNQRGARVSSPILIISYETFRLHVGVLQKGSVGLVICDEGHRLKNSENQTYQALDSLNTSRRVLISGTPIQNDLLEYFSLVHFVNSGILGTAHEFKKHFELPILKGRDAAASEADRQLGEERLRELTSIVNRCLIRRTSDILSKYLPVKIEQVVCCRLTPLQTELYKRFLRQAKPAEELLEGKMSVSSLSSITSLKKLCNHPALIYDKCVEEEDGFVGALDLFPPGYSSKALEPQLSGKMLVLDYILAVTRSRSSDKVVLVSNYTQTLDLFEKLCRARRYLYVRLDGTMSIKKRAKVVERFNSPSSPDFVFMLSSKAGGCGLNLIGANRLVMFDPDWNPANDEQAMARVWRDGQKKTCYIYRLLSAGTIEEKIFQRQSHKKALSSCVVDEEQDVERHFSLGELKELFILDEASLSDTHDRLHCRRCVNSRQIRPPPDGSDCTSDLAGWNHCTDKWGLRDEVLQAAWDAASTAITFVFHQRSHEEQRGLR
Numbers without * were called inactive; u = inconclusive; x = no result given. The order is random; any-hit rate near 3.2%.

SMILES | PglD DTNB | ARNT-TACC3 inh | RAD52 inh | CASP6 VEID inh | E-sel inducer | esBAF inh | ERp5 inh | RAD54 branch
CC1(C)Cc2c(C#N)c(N)n(-c3ccccc3)c(=S)c2CO1 | -2.3 | 5.9 | -17.8 | 14.1 | x | x | 0.3 | -19.9
C[C@H](CO)N1C[C@H](C)[C@@H](CN(C)Cc2ccc(C(=O)Nc3ccccc3N)cc2)Oc2c(NC(=O)C3CCCCC3)cccc2C1=O | -7.5 | 7.5 | -18.6 | -2.9 | 0.0 | -4.3 | 6.7 | -11.9
O=C(NCc1ccccn1)C1CCC(CNS(=O)(=O)c2cccc3nsnc23)CC1 (centres undefined) | 2.8 | -6.4 | 13.2 | 0.7 | 0.2 | -2.5 | 2.1 | 1.9
CO[C@@H]1CN(C)C(=O)c2ccc(NC(=O)c3ccc(F)cc3)cc2OC[C@H](C)NC[C@@H]1C | -2.3 | -1.1 | 0.1 | -0.1 | 0.1 | 1.5 | -2.1 | -3.0
c1ccc(OCc2ccc(CCCN3CCOCC3)cc2)cc1 | -3.6 | 2.1 | 4.3 | 1.0 | 0.6 | 18.6 | -0.8 | 0.4
CSc1cccc(NC(=O)CNC(=O)C2CCCCC2)c1 | 0.7 | -8.5 | -9.6 | 11.7 | -0.1 | -11.6 | -4.9 | -5.8
COc1ccccc1CNc1cccc(C)n1 | -4.4 | x | -9.4 | 1.9 | x | 3.2 | -4.1 | -4.5
COc1ccc(NS(=O)(=O)c2cccc(NC(=O)NCCCl)c2)cc1 | x | -5.2 | 1.2 | -0.2 | x | x | 8.3 | x
CC1NC(=S)N(C2CCCCC2)C1=O (centres undefined) | x | -4.0 | -8.8 | -2.0 | 1.5 | x | 2.0 | x
COC(=O)c1cccc(NC(=S)Nc2ccc(Cl)c(Cl)c2)c1 | -6.7 | -22.6 | -11.5 | -0.7 | x | x | 3.2 | -0.2
COc1ccc(/C=C/C(=O)c2ccc(NC3=NCCCS3)cc2)cc1OC | x | 10.0 | -37.2 | -1.2 | 1.8 | x | -1.9 | x
CCOC(=O)COc1cc(Br)c(/C=N/Nc2ccccc2)cc1OC | -0.1 | x | -12.6 | -3.3 | x | -6.3 | -0.2 | -3.7
COc1cccc(-c2cnc3c(c2)C(=O)N([C@H](C)CO)C[C@H](C)[C@H](CN(C)Cc2cccc(C(F)(F)F)c2)O3)c1 | -3.8 | -1.2 | 2.3 | -4.7 | -0.2 | -4.7 | 7.7 | -3.5
CC(C)Cc1ccc(CN2CCCC(NC(=O)c3cccc(-n4cnnc4)c3)C2)cc1 (centres undefined) | -2.8 | x | -22.1 | -4.1 | -0.1 | -0.6 | -11.3 | 1.6
C[C@@H]1CN([C@H](C)CO)C(=O)c2cccc(N(C)C)c2O[C@@H]1CN(C)Cc1ccc(Oc2ccccc2)cc1 | 0.9 | x | 1.2 | -2.4 | x | 0.3 | 0.4 | 4.4
O=C(Nc1ccc2c(c1)OCCO2)C(c1ccccc1)n1c(=O)c(-c2cc3ccccc3[nH]2)nc2ccccc21 (centres undefined) | x | x | -18.0 | -3.6 | -0.2 | x | -1.8 | x
CCCNc1nc2nc3ccccn3c(=O)c2cc1C(=O)NCCN1CCOCC1 | -3.2 | 2.2 | 38.7 | 1.3 | x | -5.2 | 1.4 | u
Cc1c(CC(=O)O)c(=O)oc2c(C)c(OCc3ccc(F)cc3F)ccc12 | 2.7 | -17.3 | -1.4 | 1.3 | x | -3.4 | -0.8 | 4.8
CCN1C(=O)c2cccc3c(S(=O)(=O)NCC4CCCO4)ccc1c23 (centres undefined) | x | 4.7 | -7.1 | 0.6 | -0.4 | x | 1.2 | x
O=C1c2ccccc2NC(c2ccc(Br)o2)N1O (centres undefined) | 3.4 | 43.1 | -19.6 | 0.6 | x | 31.2 | 1.5 | 4.8
CC1(c2ccc(Cl)cc2)NC(=O)N(CC(=O)NC2CCCCC2)C1=O (centres undefined) | 0.4 | x | 0.2 | -0.9 | 5.9 | 3.8 | -5.6 | 1.2
N#Cc1ccccc1OCC(=O)Nc1nc(-c2ccccn2)cs1 | -5.0 | x | -10.8 | 15.9 | 0.1 | -5.5 | 3.0 | 17.0
CC(=O)N1CCN(c2ccc(NC(=O)c3cccc(OCc4ccccc4)c3)cc2)CC1 | 3.2 | -0.2 | x | x | x | -2.5 | x | 7.0
O=C1NC(=O)c2c(Br)c(Br)c(Br)c(Br)c21 | -6.6 | -2.0 | -10.1 | 1.5 | 0.6 | 1.8 | 3.6 | 3.9
O=C(COC(=O)c1ccccc1NCCO)NCCc1ccccc1 | x | -5.4 | -0.9 | 5.6 | -0.7 | x | -0.6 | x
The list continues.
SMILES | PglD DTNB | ARNT-TACC3 inh | RAD52 inh | CASP6 VEID inh | E-sel inducer | esBAF inh | ERp5 inh | RAD54 branch
O=C(C[C@@H]1CC[C@@H]2[C@H](COC[C@H](O)CN2Cc2nccs2)O1)NCc1ccc(F)cc1 | -3.1 | -6.7 | -0.2 | 4.5 | 0.0 | -0.4 | -1.3 | 2.1
O=C(c1ccccc1F)N1CCN(c2ccccc2F)CC1 | -2.8 | -3.7 | x | x | x | -5.5 | x | -1.9
COc1cccc(NC(=O)N(C)C[C@H]2OCc3ccccc3-c3ccccc3C(=O)N([C@H](C)CO)C[C@H]2C)c1 | -34.7 | -6.4 | -3.4 | -1.3 | -3.8 | 1.5 | 0.8 | 1.8
CCOC(=O)c1c(C)c(C(=O)N(C)C2CCCCC2)c(C)n1C | -2.5 | -4.5 | x | x | x | 1.4 | x | -5.2
Cc1ccc(C)c(Nc2nn3c(=O)c4ccc(C(=O)NCc5cccnc5)cc4nc3s2)c1 | 3.4 | -1.6 | -19.3 | 1.9 | x | 0.0 | -0.9 | -10.5
Cc1ccc(S(=O)(=O)N(C)C[C@H]2Oc3c(NC(=O)c4ccncc4)cccc3C(=O)N([C@@H](C)CO)C[C@@H]2C)cc1 | 1.6 | -2.0 | -34.1 | 2.1 | 0.7 | -3.2 | -1.3 | 0.5
CCn1c(=N)n(CCOc2ccc(OC)cc2)c2ccccc21 | -8.0 | 6.3 | x | x | x | -1.7 | x | -6.6
COc1ccc(-c2cc(-c3cccs3)c(C#N)c(SCC(=O)NCc3ccco3)n2)cc1 | -2.7 | 7.8 | x | x | x | -6.2 | x | 8.1
CC(C)c1ccc(-c2nnc(SCC(=O)NC3CC3)n2C)cc1 | -0.9 | 14.4 | -0.2 | 52.9* | 0.8 | 4.2 | 1.2 | 0.6
O=C(c1ccc(-c2ccccc2)cc1)C1CCCN(C(=O)c2cncs2)C1 (centres undefined) | -1.1 | -0.9 | -12.7 | 2.0 | x | 7.1 | -1.7 | -5.4
Cc1ccc(NC(=O)CCc2ccc(S(=O)(=O)N3CCOCC3)cc2)c(Cl)c1 | -1.8 | 4.8 | -11.1 | 3.0 | x | 2.3 | -0.8 | 8.4
CN(Cc1c(F)cccc1Cl)C(=O)c1cccc(S(=O)(=O)NCc2ccccc2)c1 | 6.7 | -11.2 | 1.3 | 1.0 | 0.3 | -4.1 | 0.0 | -3.4
COc1ccc(OC)c(S(=O)(=O)NCC(c2ccco2)N2CCc3ccccc32)c1 (centres undefined) | -0.9 | 6.6 | -0.8 | 1.5 | 2.6 | -0.3 | -4.8 | -1.4
COc1ccc(NC(=O)c2cc(-c3cc(Cl)ccc3OC)n[nH]2)cc1OC | -1.6 | x | -7.7 | -0.6 | 0.3 | -11.1 | 2.0 | 6.6
O=C(Nc1cccnc1)c1ccccc1-c1ccccc1 | 0.1 | 8.1 | -4.9 | 3.1 | 0.6 | 0.7 | -1.2 | 9.1
Cc1ncc(CSc2nccc(=O)[nH]2)c(CO)c1O | 4.0 | -0.8 | -4.0 | 0.8 | -0.4 | 3.4 | 1.5 | -0.7
C/C(CC(=O)N1CCN(C=O)CC1)=N\NC(=O)c1cccc([N+](=O)[O-])c1 | -3.6 | 0.6 | -5.7 | -3.6 | 10.3 | -4.4 | 2.5 | -2.9
CCOC(=O)c1ccc(S(=O)(=O)N2CCN(Cc3cc4c(cc3O)OCO4)CC2)cc1 | -1.5 | -0.9 | -9.8 | 0.5 | -0.9 | -8.0 | 8.1 | -3.2
COc1ccc(-c2ccc(C(=O)NCc3ccncc3)c3occc23)c(C)c1 | -5.2 | x | 1.8 | 5.6 | -0.3 | -17.9 | 4.5 | 10.3
CCC12CN(C(=O)c3ccc([N+](=O)[O-])cc3)CC(CC)(CN(C(=O)c3ccc([N+](=O)[O-])cc3)C1)C2=O | -1.3 | x | -2.3 | -0.9 | x | x | -0.6 | -12.9
O=C(Nc1ccccc1)Nc1nncs1 | -3.5 | -2.6 | x | x | x | 4.5 | x | -1.2
CCN(C(=O)COC(=O)CCc1c[nH]c2ccccc12)c1c(N)n(Cc2ccccc2)c(=O)[nH]c1=O | -1.0 | -4.5 | -13.8 | 0.9 | 0.1 | -6.7 | 2.7 | 11.6
O=S(=O)(Nc1ccccc1)c1ccc(-c2csnn2)cc1 | 2.6 | -6.7 | -6.3 | -4.5 | 0.1 | x | 3.0 | -1.1
COc1ccc(S(=O)(=O)N2CCN(C(=O)c3cccc(S(=O)(=O)N4CCCC4)c3)CC2)cc1 | 6.6 | x | -26.4 | 8.3 | -0.2 | -7.7 | -1.5 | -2.9
C1CN(CC2CCN(c3nc4nonc4nc3N3CCSCC3)CC2)CCO1 | 1.4 | -6.5 | -11.2 | -1.0 | x | -5.4 | -6.0 | -12.6
Further structures
SMILES | PglD DTNB | ARNT-TACC3 inh | RAD52 inh | CASP6 VEID inh | E-sel inducer | esBAF inh | ERp5 inh | RAD54 branch
N#Cc1c(SCc2ccc(Cl)cc2)sc(C(=O)c2ccccc2)c1N | -6.8 | -6.1 | x | x | x | 2.3 | x | -1.0
O=C(C1CCN(S(=O)(=O)c2ccc(Cl)c(C(F)(F)F)c2)CC1)N1CCC1 | 2.4 | -5.2 | -4.9 | 1.7 | x | -4.9 | 3.3 | -2.2
CCCC#Cc1cnc2c(c1)C(=O)N([C@@H](C)CO)C[C@@H](C)[C@H](CN(C)C(=O)c1cccc(F)c1)O2 | -2.0 | -5.6 | 3.0 | -2.1 | -0.1 | 7.8 | 0.2 | -6.2
CCC1(CC)Cc2ccccc2C(CC(=O)N2CCOCC2)=N1 | 0.3 | 15.9 | x | x | x | -7.2 | x | -8.6
Cc1ccc([N+](=O)[O-])cc1NC(=O)c1ccccc1 | 2.9 | 0.7 | -10.8 | 0.7 | x | -6.7 | 3.7 | -8.4
COCC(=O)NC1CC(C)(C)Cc2c1cnn2-c1ccc(F)cc1 (centres undefined) | 11.9 | x | -8.9 | -0.6 | x | -2.4 | -0.7 | -12.8
Cc1ccc(C)c(OCC(=O)Nn2c(C)nc3ccccc3c2=O)c1 | 0.3 | -4.3 | x | x | x | -5.2 | x | 1.2
O=C(N/N=C/c1c[nH]c2ccccc12)c1ccn(Cc2ccc(Cl)cc2Cl)n1 | -0.8 | -15.2 | x | x | x | -2.1 | x | -15.1
Cc1ccc(S(=O)(=O)N(C)C[C@@H]2Oc3ccc(NS(=O)(=O)c4ccc(Cl)cc4)cc3C(=O)N([C@@H](C)CO)C[C@H]2C)cc1 | x | x | -6.8 | 0.8 | -7.4 | -3.8 | -2.7 | x

Two compounds drawn at random from the list so far, as already listed:
SMILES | PglD DTNB | ARNT-TACC3 inh | RAD52 inh | CASP6 VEID inh | E-sel inducer | esBAF inh | ERp5 inh | RAD54 branch
Cc1ccc([N+](=O)[O-])cc1NC(=O)c1ccccc1 | 2.9 | 0.7 | -10.8 | 0.7 | x | -6.7 | 3.7 | -8.4
N#Cc1c(SCc2ccc(Cl)cc2)sc(C(=O)c2ccccc2)c1N | -6.8 | -6.1 | x | x | x | 2.3 | x | -1.0

Screening results: PubChem, Broad Institute
